Source: PubChem BioAssay
Lipid droplet – hepatic lipid droplet formation modulation; AID 1656; 0.4% of 240,000 active; AML12 mouse hepatocytes, oleate lipid droplets, BODIPY imaging; inhibition, % at 6.5 µM;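 active means lipid droplet intensity inhibited by at least 50%, with more than 500 cells counted; inconclusive means wells with under 300 cells, treated as cytotoxic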
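Material: mouse AML12 hepatocyte cell line, fixed after treatment; Timing: compound with oleate, overnight; Technique: high-content imaging of BODIPY-stained droplets and DAPI nuclei; Probe or stimulus: oleate, 100 µM final; Dosing: compound at 6.5 µM only.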
WT yeast gro inh – growth inhibition of WT yeast, mitochondrial fusion screen | mitochondrial fusion phenotypic screen, WT strain | inhibition, % at 10 µM | 2.1% of 190,000 active; in the data active means inhibition above about 58%; tested in S. cerevisiae
NOD2 inhibition – NOD2 signaling inhibitors, cell-based, luminescence, uHTS, HEK293 (AID 1566); HEK293 NOD2/NF-kB luciferase reporter, luminescence; higher % means a stronger effect; inhibition, % at 4 µM; hits with a dose series show EC50 in µM; 0.63% of 290,000 active; in the data active means inhibition above about 50%; further: many of its hits are not listed in these tables
b-catenin transl – modulators of beta-catenin nuclear translocation; HeLa beta-catenin nuclear translocation, immunofluorescence imaging; nuclear translocation activity, % at 5 µM; 0.3% of 190,000 active; AID 1665;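 active means nuclear translocation activity above 50% at 5 µM, with a well cell count of 50 or more; inconclusive means wells under 50 cells across six images, flagged as toxic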;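 further: per-cell ratio of nuclear to cytoplasmic median beta-catenin stain intensity; plate controls were DMSO negative control for no effect and GSK-3 inhibitor IX positive control for full effect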
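assay system = human HeLa cells, endogenous beta-catenin | times = compound treatment 24 h, 37°C, 5% CO2 | detection = Anti-beta-catenin immunofluorescence on PFA-fixed, Triton-permeabilized cells, DAPI nuclei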
MT stabilizer – stabilizes microtubules in HeLa cells | % tubulin-high responders, % at 10 µM | 0.83% of 200,000 active | AID 2205 | HeLa tubulin immunostaining HCS, 24 h; share of cells brighter than vehicle mean+2SD;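 active means plate Z-score above 3 for both tubulin-high and condensed-nucleus cell shares, with cell loss under 80%, at 10 µM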;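 further: anti alpha tubulin signal scored within the nucleus-defined area of each cell; some results filed as inactive read as strong as hits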
Insulin prom up – MIN6 insulin promoter up-regulation; MIN6 insulin promoter-GFP reporter, high-content imaging; hits give high values; z-score at 5 µM; 0.3% of 190,000 active;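 active means z-score above 3 at 5 µM with at least 500 cells counted in the well; inconclusive means wells under 500 cells, flagged as cytotoxic or low count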
Yfh1-depleted yeast – enhancers of respiration in Yfh1-depleted yeast, dose response, Friedreich's ataxia, plus single-dose screen (AID 1465); S. cerevisiae Yfh1-off respiration, WST-1 reduction, 72 h; higher fold induction means a stronger effect; fold induction at 50 µM, or EC50 in µM where a hit was titrated; 0.074% of 220,000 active;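 active means fold induction of absorbance versus untreated yeast above a set limit, then at least 30% activation at any dose in follow-up; inconclusive means repeats straddling the limit, or above it without dose testing; inactive means fold induction below the set limit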;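 further: activators that raise dye reduction in frataxin-depleted yeast; strong numbers were not always called active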
Autophagy HCS – autophagy modulation, high-content screen | MEF GFP-LC3 puncta imaging; test concentration mostly 10 µM | calls only at 10 µM (by protocol) | 0.98% of 190,000 active;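 active means percentage of spot-positive cells more than 3 SD above its plate mean, without a fluorescence outlier flag or 80% toxicity; inconclusive means no clear call, values can overlap the other calls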;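 further: spot-positive cell cutoff set from DMSO-treated cells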
Dynein transport – blocks dynein driven cargo transport along microtubules; 3617.4 mouse cells, GR-EGFP nuclear translocation imaging; test concentration mostly 20 µM; stimulated with dexamethasone, 1 µM; hits give low values; z-score, hits read low; 0.47% of 220,000 active;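 active means plate z-score of nuclear minus cytoplasmic receptor signal below a set negative limit, without overly bright fluorescence or cell loss, cut at about -3.5 in these data, passing the limit was not always enough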;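 further: z-score of nuclear minus cytoplasmic ring GR-EGFP intensity difference per well; some compounds called inactive have numbers as strong as hits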
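Schedule: 48 h induction, then 1 h compound, then 30 min agonist, 37 °C. Buffer or medium: tetracycline-free induction medium containing charcoal-stripped FBS. Reagent: 1.0 µM final dexamethasone stimulus. Evaluation: nuclear versus cytoplasmic GR-EGFP signal, averaged per well. Signal: high-content fluorescence imaging after fixation.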
WT yeast gro inh mutant strain – second read-out of WT yeast gro inh, no call of its own (marks repeat the call); inhibition, %; mitochondrial fusion phenotypic screen, mutant strain inhibition
Dynein transport cytoplasmic EGFP – also measured in Dynein transport; calls as there; z-score; measured here: cytoplasmic GR-EGFP intensity; hits give high values
Dynein transport nuclear GR-EGFP – further read-out of Dynein transport, marked with its call; z-score; measured here: nuclear GR-EGFP intensity;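 lower value marks the stronger effect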
Dynein transport cell count – second read-out of Dynein transport, no call of its own (marks repeat the call); z-score; measured here: cell count per field
Insulin prom up cell count – recorded beside Insulin prom up, whose call it bears; cell count; measured here: cytotoxicity, nuclei count;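 total cells summed across four imaged fields per well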
Lipid droplet cells 6.5 µM – second read-out of Lipid droplet, no call of its own (marks repeat the call); cell count; measured here: cell count, cytotoxicity flag;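 cells counted across two imaged fields per well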
b-catenin transl cell count 5 µM – recorded beside b-catenin transl, whose call it bears; cell count; measured here: cell count, cytotoxicity flag
MT stabilizer Hoechst-high % – further read-out of MT stabilizer, marked with its call; % Hoechst-high responders; measured here: nuclear condensation Hoechst responders;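 share of cells brighter than vehicle mean plus two SD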
MT stabilizer cytotoxicity % – further read-out of MT stabilizer, marked with its call; toxicity, %; measured here: cytotoxicity by cell density;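 0% = mean cell density of plate MIN control wells and 100% = no cells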
Autophagy HCS cell loss 18 h – also measured in Autophagy HCS; calls as there; toxicity, %; measured here: cell loss, nuclei count;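 cell loss after 18 h compound exposure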
Active calls of the source: *; i = inactive; ? = inconclusive; / = no result given.

The line under a structure holds: Lipid droplet | Lipid droplet cells 6.5 µM | WT yeast gro inh | WT yeast gro inh mutant strain | NOD2 inhibition | b-catenin transl | b-catenin transl cell count 5 µM | MT stabilizer | MT stabilizer Hoechst-high % | MT stabilizer cytotoxicity % | Insulin prom up | Insulin prom up cell count | Yfh1-depleted yeast | Autophagy HCS | Autophagy HCS cell loss 18 h | Dynein transport | Dynein transport cytoplasmic EGFP | Dynein transport nuclear GR-EGFP | Dynein transport cell count
COc1cc2[nH]c(=O)n(Cc3ccc(C(=O)NC4CCCC4)cc3)c(=O)c2cc1OC
→ 11.5 | 824 | 55.4 | 23.6 | 5.7% | -0.2 | 909 | 2.2 | 1.8 | 5.7 | / | / | i | i | -4.3 | 0.744 | -0.0405 | 0.83 | -1.57
O=C(CC(c1ccccc1)c1cc(Br)ccc1O)N1CCCC1 (stereo not drawn)
→ 0.8 | 689 | 5.2 | 0.7 | -4.5% | 1.9 | 917 | 3.4 | 2.0 | 15.9 | -0.38 | 1520 | i | i | 18.8 | 0.228 | -0.217 | 0.298 | 0.1
Cc1ccc(/C=N/NC(=O)CSc2nc3ccccc3c(=O)n2-c2ccccc2C)s1
→ -0.5 | 657 | 4.2 | 13.4 | -0.2% | -1.6 | 1020 | 4.2 | 4.5 | 5.2 | -0.21 | 1174 | i | i | -5.2 | 0.411 | -0.143 | 0.394 | 0.0619
CCOC(=O)c1ccc(NS(=O)(=O)c2cc(C)ccc2OC)cc1
→ -0.8 | 693 | 4.9 | 8.4 | 19.5% | -1.6 | 1101 | 1.5 | 1.5 | 5.4 | 0.11 | 1841 | i | i | 3.4 | 0.403 | -0.217 | 0.0701 | 0.987
CCOC(=O)CNS(=O)(=O)c1cc(-c2nn(C)c(=O)c3ccccc23)ccc1C
→ / | / | 70.5* | 1.6* | -7.3% | / | / | 4.1 | 3.4 | 6.5 | / | / | i | i | -14.9 | -0.596 | -0.322 | -0.0169 | 0.07
C=CCN(c1ccc(OC)cc1)S(=O)(=O)c1ccc(Cl)c(C(=O)OCC(=O)NC2CC2)c1
→ -1.6 | 739 | -8.8 | -5.2 | 14.4% | 0.1 | 1067 | 1.7 | 0.9 | 6.5 | -1.28 | 1170 | i | i | 15.0 | -0.634 | 0.433 | -0.107 | 0.22
COCCN1Cc2cccc(C(=O)NC3CCCCCC3)c2C1=O
→ 6.4 | 758 | 70.8* | 60.8* | 5.7% | -1.5 | 547 | 2.5 | 1.6 | 2.2 | -0.26 | 1199 | i | i | 1.3 | -0.584 | -0.234 | 0.523 | 0.248
CCN1CCN(c2cc(C)c3cc(NC(=S)N4CCN(c5ccccc5)CC4)ccc3n2)CC1
→ 7.1 | 767 | 8.1 | 12.0 | 12.3% | -0.8 | 1053 | 2.1 | 2.0 | 4.4 | -1.78 | 612 | i | i | 13.1 | -0.547 | -0.269 | -0.29 | 0.429
CCOCC(=O)Nc1ccc(C(=O)Nc2ccccc2Cl)cc1
→ -1.7 | 714 | -0.6 | -10.8 | -5.1% | -0.4 | 1080 | 3.4 | 1.6 | 5.6 | -0.15 | 1330 | i | i | -17.7 | 0.0566 | -0.347 | 0.283 | 0.252
COCC(C)NC(=O)c1cc(-c2ccc(OC)c(OC)c2)on1 (stereo not drawn)
→ -0.6 | 597 | -11.3 | 2.8 | 5.6% | -1.3 | 1035 | 6.2 | 3.0 | 9.8 | 0.09 | 1748 | i | i | 19.7 | -0.622 | -0.184 | -0.104 | 0.313

Two compounds from above, reduced to b-catenin transl:
smiles	b-catenin transl
Cc1ccc(/C=N/NC(=O)CSc2nc3ccccc3c(=O)n2-c2ccccc2C)s1	-1.6
CCOC(=O)c1ccc(NS(=O)(=O)c2cc(C)ccc2OC)cc1	-1.6

Further structures follow.
The line under a structure holds: Lipid droplet | Lipid droplet cells 6.5 µM | WT yeast gro inh | WT yeast gro inh mutant strain | NOD2 inhibition | b-catenin transl | b-catenin transl cell count 5 µM | MT stabilizer | MT stabilizer Hoechst-high % | MT stabilizer cytotoxicity % | Insulin prom up | Insulin prom up cell count | Yfh1-depleted yeast | Autophagy HCS | Autophagy HCS cell loss 18 h | Dynein transport | Dynein transport cytoplasmic EGFP | Dynein transport nuclear GR-EGFP | Dynein transport cell count
CCOc1ccc(C(c2c(O)nc(SC)n(C)c2=O)c2c(O)nc(SC)n(C)c2=O)cc1
→ / | / | 17.3 | 21.2 | 17.2% | -0.7 | 1387 | 1.3 | 1.7 | 3.9 | 1.11 | 1658 | i | i | 28.5 | -0.351 | -0.126 | -0.39 | 0.582
Cc1ccc(C(=O)NNC(=O)Cn2nnc3ccccc32)cc1
→ 5.9 | 727 | / | / | -18.3% | -0.7 | 1277 | / | / | / | -0.03 | 1048 | i | / | / | 0.0291 | -0.245 | 0.138 | 0.38
O=C1C=C(NC2CCCC2)CC(c2ccccc2)C1 (stereo not drawn)
→ -6.7 | 692 | -1.9 | -5.0 | 5.0% | 12.0 | 1059 | 5.8 | 11.8 | 8.0 | -0.38 | 1047 | / | i | 8.3 | -0.992 | -0.323 | -0.469 | 1.01
CCc1cc2c(=O)n(-c3ccccc3)c(=S)[nH]c2s1
→ / | / | 3.3 | -60.9 | 16.9% | / | / | 2.8 | 1.5 | 3.7 | / | / | i | i | 2.1 | -0.0728 | -0.148 | -0.488 | -0.501
COc1ccc(C)cc1NC(=O)CN(c1ccccc1F)S(C)(=O)=O
→ / | / | 6.6 | -1.3 | 19.5% | 0.2 | 945 | 3.3 | 1.1 | 0.0 | -0.15 | 1438 | / | i | -4.3 | -0.473 | -0.154 | 0.132 | 1.2
O=C(CSc1nnc(-c2ccccc2)o1)Oc1ccc(Br)cc1
→ 24.3 | 835 | -14.7 | -25.7 | 4.3% | / | / | 1.1 | 2.1 | 5.2 | 0.81 | 818 | i | i | -2.5 | -0.43 | -0.0939 | -0.0214 | 0.458
O=S(=O)(Nc1cc(Cl)ccc1N1CCCCC1)c1cccs1
→ -36.8 | 673 | 59.8* | 39.2* | -5.2% | -1.0 | 1098 | 2.8 | 0.9 | 0.8 | -0.73 | 1346 | i | i | 15.8 | -0.471 | -0.246 | -0.176 | 1.01
COc1ccc(NS(=O)(=O)c2ccc(C)cc2)c([N+](=O)[O-])c1
→ -3.2 | 667 | / | / | 6.0% | -1.9 | 1217 | / | / | / | -0.24 | 1368 | i | / | / | 0.234 | -0.154 | 0.0275 | 0.407
Cc1nc2ccc(S(=O)(=O)NCC(=O)NCc3ccc4c(c3)OCO4)cc2s1
→ / | / | -12.0 | -5.2 | 2.4% | -0.8 | 707 | 2.8 | 2.2 | 10.9 | -0.48 | 1021 | i | i | -9.8 | -0.161 | -0.0986 | 0.394 | -0.215
Cc1cc(/C=N/NC(=O)c2cccc([N+](=O)[O-])c2)c(C)n1-c1ccc(Cl)cc1Cl
→ / | / | 5.7 | 5.3 | 13.2% | 1.0 | 1324 | 5.8 | 2.4 | 1.0 | -1.58 | 1117 | i | i | 13.9 | 0.0139 | -0.0982 | 0.446 | 0.227
O=c1[nH]c(NCc2ccccc2)nc2c1CCC2
→ / | / | -13.2 | -12.4 | -8.1% | -1.5 | 1156 | 1.8 | 2.8 | 12.8 | 0.9 | 1268 | i | i | 14.2 | 0.143 | -0.218 | 0.296 | 1.11
COc1cc(NC(=O)COC(=O)/C=C/c2ccccc2Cl)cc(OC)c1
→ -16.1 | 617 | 1.2 | -15.3 | 6.7% | / | / | 2.0 | 2.9 | 6.4 | 0.02 | 1233 | i | i | 3.1 | -0.204 | -0.232 | -0.00619 | -0.534
COCCCNC(=O)c1ccc(N2CCOCC2)c(NS(=O)(=O)c2ccc(OC)cc2)c1
→ 3.9 | 761 | -0.2 | -5.0 | 14.5% | 2.3 | 1152 | 1.2 | 1.2 | 21.1 | -1.2 | 979 | i | i | -9.9 | -0.383 | -0.117 | -0.349 | 0.109
CCc1cccc2c(C(=O)Cn3nnc(-c4ccc(OC)c(OC)c4)n3)c[nH]c12
→ 0.1 | 831 | -3.1 | -1.3 | 21.5% | / | / | 2.2 | 1.4 | 8.2 | 0.35 | 701 | / | i | -14.8 | 0.196 | -0.306 | 0.159 | 0.175
Cc1nn(Cc2ccccc2)c(C)c1NC(=O)CSc1nc(-c2ccccc2)nc2c1cnn2-c1ccccc1
→ / | / | 23.4 | -4.0 | 17.4% | -2.0 | 1443 | 2.1 | 1.2 | 0.1 | -0.23 | 1354 | / | i | -1.7 | -0.985 | -0.237 | -1.12 | 0.471
O=C1[C@@H]2[C@H](Cc3ccc(O)cc3)N[C@]3(C(=O)Nc4ccccc43)[C@@H]2C(=O)N1c1ccc(F)cc1
→ / | / | -10.0 | -7.9 | 7.8% | -2.4 | 1072 | 5.6 | 2.2 | 18.6 | 0.59 | 1477 | i | i | 30.5 | 2.07 | 1.35 | 1.16 | -1.67
Cc1ccc(Cl)cc1N1CCN(Cc2nnnn2Cc2ccco2)CC1
→ -11.4 | 665 | 30.5 | 3.7 | 1.8% | -1.0 | 1141 | 2.4 | 1.6 | 0.1 | / | / | / | i | 26.5 | 0.305 | -0.433 | 0.287 | 0.311
Cn1c(/C=N/Nc2nc3ccccc3[nH]2)nc2ccccc21
→ -14.8 | 617 | 63.5 | 64.0 | -84.6% | -2.1 | 1149 | 1.1 | 1.0 | 46.8 | -1.21 | 876 | i | i | -5.2 | 0.589 | -0.308 | 0.713 | -0.326
OCC#Cc1ncc(C(F)(F)F)cc1Cl
→ 6.4 | 605 | 0.1 | 0.3 | 10.8% | -0.6 | 1133 | 4.7 | 1.1 | 8.8 | 0.1 | 1301 | ? | i | -2.4 | -0.556 | -0.152 | -0.256 | 0.228

Not all compounds are listed; the hit share may differ from the screen's.
